# GSK3B inh: human GSK3beta kinase inhibitors, primary screen, biochemical, cell-free homogeneous, HTS. Glycogen synthase kinase-3 beta (Homo sapiens), P49841. GST-GSK3beta kinase, ADP-Glo luminescence, 60 min; active compounds read low. activity score (negative = inhibition), % at 10 µM. hit rate 0.038% among 300,000;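 active = more than half of replicate wells score below -50%, meaning over 50% inhibition versus plate controls; inconclusive = some replicates but at most half score below -50%; inactive = no replicate scores below -50%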;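 note: 0% = median DMSO wells and -100% = median GW8510 positive control wells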
# Target sequence (P49841 whole entry, looked up): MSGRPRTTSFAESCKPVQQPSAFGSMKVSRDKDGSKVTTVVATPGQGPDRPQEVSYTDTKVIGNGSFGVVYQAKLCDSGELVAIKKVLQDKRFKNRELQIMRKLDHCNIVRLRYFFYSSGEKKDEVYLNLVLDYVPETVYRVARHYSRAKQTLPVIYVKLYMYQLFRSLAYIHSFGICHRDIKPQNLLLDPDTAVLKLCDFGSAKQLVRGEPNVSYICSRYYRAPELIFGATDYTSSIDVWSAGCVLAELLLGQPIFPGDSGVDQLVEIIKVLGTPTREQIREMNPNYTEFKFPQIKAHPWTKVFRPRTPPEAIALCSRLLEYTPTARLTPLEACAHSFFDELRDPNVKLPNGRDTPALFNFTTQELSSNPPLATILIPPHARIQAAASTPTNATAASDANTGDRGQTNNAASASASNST
#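 Test system: GST-tagged human GSK3beta kinase, cell-free; evaluation: activity score scaled between in-plate DMSO and GW8510 controls; measured by: ADP-Glo luminescence; incubation: 60 min reaction, RT; benchmarks: DMSO and 20 µM GW8510; reagent: peptide substrate plus 25 µM ATP (final); medium: Tris/MgCl2 kinase buffer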
# IEC-6 cytotox: cytotoxicity in IEC-6 intestinal epithelial cells, primary screen, cytotoxicity control for KLF5 inhibitor project, cell-based, luminescence | hit rate 0.78% among 290,000 | AID 1825, 2009 | IEC-6 cytotoxicity, luminescence viability | inhibition, % at 5 µM; in the data active = inhibition above about 22%;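 note: 0% = plate median of test compound wells and 100% = cytotoxic reference compound wells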
# HSF1 inh: HSF1 inhibitors in luciferase reporter cells, primary screen, cell-based, NIH3T3, luminescence; activity change, negative = inhibition, % at 7.5 µM (by protocol); AID 2098, 2009; NIH3T3-HGL HSE-luciferase, MG132-induced, luminescence 8 h; active compounds read low; hit rate 0.77% among 300,000;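 active = more than half of replicate wells show activity change below -50%, luminescence cut by over half; inconclusive = some wells, but at most half, below -50%; inactive = no replicate well below -50%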;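 note: luciferase reports HSF-1 transcriptional activity via heat shock element; 0% = median of DMSO wells and -100% = zero luminescence signal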
# KLF5 inh: KLF5 expression inhibitors, primary screen, DLD-1 cells, luminescence | hit rate 0.23% among 290,000 | DLD-1 KLF5 promoter-luciferase reporter | inhibition, % at 5 µM;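 active = inhibition above a per-plate limit of that plate's mean compound inhibition plus 3 SD, cut at about 60% in these data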;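 note: 0% = DMSO wells and 100% = LY294002 at 200 µM; higher means less KLF5 promoter-driven luciferase light; inactives centre near -14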
# GSK3 alpha inh: blockers of GSK3A enzyme activity – biochemical, luminescence, cell-free homogeneous, HTS, primary screen. Glycogen synthase kinase-3 alpha (Homo sapiens), P49840. AID 2650, 2010. GSK-3 alpha kinase, ADP-Glo luminescence, 60 min. inhibition, % at 10 µM. hit rate 0.1% among 320,000;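 in the data active = inhibition above about 50%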;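 note: GST-tagged GSK-3 alpha with peptide substrate and 25 µM ATP; 0% = DMSO neutral wells and 100% = GW8510 positive control wells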
# Target sequence (P49840 whole entry, looked up): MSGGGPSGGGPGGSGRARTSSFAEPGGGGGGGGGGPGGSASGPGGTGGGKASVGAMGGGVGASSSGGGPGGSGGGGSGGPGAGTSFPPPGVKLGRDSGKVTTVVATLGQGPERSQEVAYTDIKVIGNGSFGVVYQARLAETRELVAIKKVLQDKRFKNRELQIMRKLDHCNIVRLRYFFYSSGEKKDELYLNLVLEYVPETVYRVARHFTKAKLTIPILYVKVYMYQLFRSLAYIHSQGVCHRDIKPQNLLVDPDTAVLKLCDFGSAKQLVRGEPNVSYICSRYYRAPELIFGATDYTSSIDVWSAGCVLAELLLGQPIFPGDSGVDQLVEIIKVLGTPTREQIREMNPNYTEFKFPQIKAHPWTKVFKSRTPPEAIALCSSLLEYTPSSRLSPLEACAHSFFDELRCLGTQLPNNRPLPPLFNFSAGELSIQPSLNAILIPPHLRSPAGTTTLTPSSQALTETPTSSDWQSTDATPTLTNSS
# aSyn 5UTR inh: MLPCN primary screen, SNCA 5' untranslated region. alpha-synuclein 5'UTR reporter, inhibitor activity. inhibition, % (tested at 7.5 µM). hit rate 0.82% among 300,000. AID 1813, 2009; in the data active = inhibition above about 60%; inconclusive = no clear call, values can overlap the other calls;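 note: H4 neuroglioblastoma cells stably carrying SNCA 5'UTR luciferase fusion; 0% = DMSO wells and 100% = positive control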
# HSP90 refold inh: HSP90 inhibitors, primary screen, cell lysate, luminescence | Rabbit reticulocyte lysate, luciferase refolding luminescence, 3 h | hit rate 0.91% among 290,000 | Heat shock protein HSP 90 (rabbit reticulocyte lysate; luciferase refolding) | inhibition, % at 5.6 µM;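 active = inhibition above the screen-wide mean plus 3 SD, computed separately per campaign, cut at about 16% in these data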;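 note: 0% = DMSO wells and 100% = 60 µM geldanamycin wells; inhibitors lower the luminescence because luciferase stays unfolded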
# AI-2 QS mod: Vibrio harveyi AI-2 quorum sensing modulators, primary screen, JMH597 strain, luminescence/OD600 ratio | Vibrio harveyi JMH597 AI-2 luminescence/OD600 ratio, 9 h; active compounds read low; strain lacks LuxN and CqsS sensors; 0 = neutral-control median | activity change, % at 7.5 µM | hit rate 0.4% among 300,000; in the data active = activity change below about -75%, passing the limit was not always enough; inconclusive = no clear call, values can overlap the other calls;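 note: luminescence divided by OD600 gain over 9 h not by final OD600 alone; inactives centre near 13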
# HSF-1 act: HSF-1 activators, primary screen, NIH3T3-HGL cells, MG132 stress, luminescence, single point; AID 504408, 2011; hit rate 1.7% among 300,000; activation, % at 9 µM; NIH3T3-HGL HSF-1 luciferase reporter, 8 h; 100% = twice DMSO control signal;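 active = mean replicate activation of at least 50% with a set share of replicates each reaching 50%; inconclusive = only one of those two conditions met; inactive = mean below 50% and too few replicates reaching it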;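 note: 0% = median of the neutral control wells and 100% = twice that signal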
# HIF activator: HIF pathway transcriptional activators, primary screen, cell-based, U2OS HRE-luciferase, luminescence | U2OS HRE-luciferase reporter; normalized: DMSO 0%, desferrioxamine 100% | activation, % at 7.5 µM (by protocol) | hit rate 0.32% among 300,000;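 active = mean activation of at least 10% of the iron chelator positive control signal, with at least half of replicates also reaching 10%; inconclusive = mean and replicate majority disagree about reaching 10%; inactive = mean and most replicates under 10%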
# Active calls of the source: *; ? = inconclusive; nt = no result given.
SMILES,GSK3B inh,IEC-6 cytotox,HSF1 inh,KLF5 inh,GSK3 alpha inh,aSyn 5UTR inh,HSP90 refold inh,AI-2 QS mod,HSF-1 act,HIF activator
CCN(C(=O)c1cc2c(s1)-c1ccccc1S(=O)(=O)C2)c1cc(OC)ccc1OC,0,1,4,4,-3,16,2,36,5,0.2
O=C(NNC(=O)c1ccc(S(=O)(=O)N2CCCCC2)cc1)c1ccccc1,0,2,-7,-5,-1,1,0,11,-26,0.2
Cc1cc2nc(-c3ccccc3)cc(=O)n2[nH]1,2,-1,1,-35,-3,-47,-2,7,3,0.2
CC(C)C(=O)N1CCN(c2ccccc2NC(=O)c2ccc([N+](=O)[O-])o2)CC1,0,26*,41,-8,13,-27,7,-4,80*,-4.7
COc1ccc(NC(=O)c2nc(C)c(C3(C)CC(c4ccccc4)=NO3)s2)cc1 (stereo unspecified),-1,nt,-16,nt,-3,28,nt,7,-32,-0.2
CC(C)c1cc(O)c(-c2ccccc2)c(=O)n1-c1ccc(Cl)cc1,-5,0,-9,-5,0,-5,2,8,-11,-0.1
CCOC(=O)C(C)/C(C)=N/NC(=O)CCC(=O)Nc1cc(C)ccc1C (stereo unspecified),-4,-1,-4,2,-3,-16,2,9,-7,0.2
CCn1ncc(Br)c1C(=O)Nc1ccn(C23CC4CC(CC(C4)C2)C3)n1,3,4,4,-8,-1,-4,-1,3,17,1.3
Cn1c(SCC(=O)NC(C)(C)C)nnc1-c1ccc(C(C)(C)C)cc1,-5,3,-8,-17,-1,-27,5,14,-6,-0.2
Cc1nc2sc(C(c3cccc(F)c3)N3CCCC(C)C3)c(O)n2n1 (stereo unspecified),0,-5,0,-3,0,11,1,9,3,-0.4
Cc1cc(C)c(S(=O)(=O)N2CCCC2=O)c(C)c1,0,7,-9,-29,1,-4,-1,30,-9,-0.1
CCCCC(=O)N1C/C=C\[C@H](c2ccc(OC)cc2)N(Cc2ccc(F)cc2)C(=O)[C@@H]1C,0,nt,-3,nt,-3,-23,nt,15,nt,-0.6
CC(C)(C)C(=O)Nc1ccc(-c2cn3cccnc3n2)cc1,0,-2,16,-118,-1,-130,-1,3,20,0.9
CCCCN(Cc1cc2ccccc2[nH]c1=O)S(=O)(=O)c1ccc(C)cc1,-2,0,14,0,-5,17,-2,-2,14,0.3
Cc1cc(NC(=O)CCCN2C(=O)c3cccc4cccc(c34)C2=O)no1,3,1,-2,8,1,0,2,40,8,-0.6
NC(=O)N/N=C/c1ccc(-c2cccc(C(F)(F)F)c2)o1,-3,-2,3,-25,3,-84,3,3,17,2.1
CCOC(=O)C1=C(C)N(C)C(=O)NC1c1c(OC)ccc2ccccc12 (stereo unspecified),4,-1,3,-50,6,-8,2,-5,7,-8.7
CCN1C(=O)NC(c2ccc(Cl)cc2)C2=C1CCCC2=O (stereo unspecified),0,4,8,-6,0,-17,-1,17,7,0.7
CN1CCN(CC(=O)Nc2ccc(Oc3ccccc3)cc2)CC1,2,0,-10,-6,-1,-9,1,-13,-2,1.1
COc1ccc(C(=O)NCCn2cc(SCC(=O)NCc3ccco3)c3ccccc32)cc1,2,-3,-15,15,-1,-35,59*,8,-34,1.1
O=C1CCC(c2ccccc2)N1C(=O)c1cccnc1 (stereo unspecified),-3,2,-4,-16,1,23,5,16,23,-0.3
Clc1ccc(-c2nc(Cc3ccccc3Cl)no2)cc1,-4,4,2,-34,-1,-40,-8,-1,9,0.7
Cc1cc(=O)oc(C)c1C(=O)Nc1cccc(F)c1,-22,-8,2,-43,-2,-26,-4,0,-6,-0.2
CC(=O)N(c1ccc(N(C(C)=O)S(=O)(=O)c2cccs2)cc1)S(=O)(=O)c1cccs1,-4,6,3,-5,-1,15,-2,4,-6,-0.3
COc1ccccc1NS(=O)(=O)c1cccc(C(=O)N/N=C/c2ccc(NC(C)=O)cc2)c1,-1,-2,-7,-39,2,17,-2,-1,2,-0.2
O=C(Nc1ccc(F)c(F)c1)C1CCCN(S(=O)(=O)c2cccc3nonc23)C1 (stereo unspecified),-2,4,-2,-22,-3,8,5,29,6,-0.2
CCc1nccn1CCC(=O)N1CCCC(Nc2ccc(C(C)C)cc2)C1 (stereo unspecified),0,11,-10,-25,1,-8,3,8,2,0.1
CCCn1c2c(c(O)c(C(=O)NCc3ccccc3)c1=O)CCCC2,1,-7,-5,16,-1,17,-1,21,9,-23
CCN(CC)C(=O)C1CCN(Cc2cn(C)nc2-c2ccc(Oc3ccccc3)cc2)CC1,2,-1,12,-1,-3,8,-2,18,18,0.2
Cc1cnc(C(=O)NC2CC(C)(C)Cc3c2cnn3-c2ccccc2)cn1 (stereo unspecified),-6,12,9,-28,1,9,-3,11,33,-0.4
CCC(=O)Nc1ccc(Cl)c(NC(=O)c2ccccc2OC)c1,-1,-6,4,0,0,13,2,32,14,0.1
O=S(=O)(c1ccc2oc3ccc(S(=O)(=O)N4CCCCC4)cc3c2c1)N1CCCCC1,4,-2,-6,-66,-2,0,2,11,-1,-1.3
O=C(Nc1nnc(Cc2ccc(Cl)cc2)s1)c1cccnc1,-5,1,-4,-5,0,-4,-1,15,13,0.3
COC(=O)C1=C(C)N(c2cccc(C)c2)C(=O)/C1=C\c1cccs1,2,4,5,-4,-6,4,4,-11,26,-0.3
Cn1cccc1C(=O)OCC(=O)N1c2ccccc2NC(=O)C1(C)C,2,1,-2,2,-3,20,4,8,-8,-0.2
O=C(Nc1cnn(Cc2ccc(F)cc2)c1)c1cc2nc(-c3ccco3)cc(C(F)(F)F)n2n1,3,-10,-7,19,1,-9,-4,-3,-6,-0.2
COCCn1c(=O)[nH]c2cc(C(=O)NC(C)C)ccc2c1=O,-1,0,-3,-18,1,-1,-1,14,3,-0.7
CC(CNc1ccc([N+](=O)[O-])cc1)NC(=O)c1ccccc1Br (stereo unspecified),0,-5,-1,-10,0,36,0,?,0,0.0
Cn1c(=O)c2c(O)c(C=Nc3ccc(F)cc3)c(=O)n(C)c2n(C)c1=O,0,-2,1,-3,0,11,-2,25,2,0.2
Cc1cc(NC(=O)C2CC(c3ccc(Cl)cc3)=NO2)no1 (stereo unspecified),4,-10,3,4,-1,-24,-4,8,1,-0.3
CC(C(=O)N1CCc2ccccc21)N1CCN(c2cccc(C(F)(F)F)c2)CC1 (stereo unspecified),-3,-4,18,-26,-1,29,5,4,16,-0.3
CCC(Sc1nc2c(cnn2-c2ccc(Cl)cc2)c(=O)[nH]1)C(=O)OC (stereo unspecified),2,-1,-7,5,-2,1,1,16,-22,-0.3
CCCCn1c(SCC(=O)Nc2cc(C(F)(F)F)ccc2Cl)nnc1C(CC)N(C)C (stereo unspecified),-1,0,6,5,-2,4,4,4,9,-0.1
Nn1cc(-c2ccccc2)nc1SCC(=O)N1CCN(S(=O)(=O)c2ccc3ccccc3c2)CC1,-2,-1,17,-33,0,17,4,24,26,0.0
COc1ccc2nc(SCC(=O)Nc3cc(C)on3)c(C#N)cc2c1,-3,5,9,-59,-1,-103,-2,19,7,0.1
CCOc1cccc(OCCOc2ccccc2[N+](=O)[O-])c1,2,7,12,-59,9,-110,1,-1,36,2.7
O=C(CSc1nc(=O)n2ccccc2n1)OCc1ccccc1,-1,nt,-9,nt,-2,-3,nt,23,-5,-2.7
CC(NC(=O)CSc1nnc(-c2cc3cc(Cl)ccc3o2)n1C)c1ccccc1 (stereo unspecified),-1,1,19,-29,4,-25,1,-4,34,0.2
COc1ccc(OC)c(S(=O)(=O)NCc2ccc(N3CCN(C)CC3)cc2)c1,0,-2,-4,-41,0,-4,-1,11,-16,0.2
CSCCC(NC(=O)C1CCC(C)CC1)C(=O)NCc1ccco1 (stereo unspecified),1,-2,3,10,-2,-1,4,32,1,-0.3
Cc1ccc(NC(=O)CSc2nnc(Cn3cnc4ccccc43)o2)c(C)c1,0,-3,-1,12,-2,7,-3,8,11,-0.7
C=C(C)Cn1c(SCC(=O)N/N=C/c2ccccc2)nc2ccccc2c1=O,-2,-4,5,-33,-3,19,2,12,-16,-0.3
COc1cccc(CC(NC(C)=O)C(=O)NC2CCN(c3c4c(nc5ncnn35)CCC4)CC2)c1OC (stereo unspecified),1,-2,-1,-14,0,9,-1,6,-1,-0.7
CC(C)Oc1cc(S(=O)(=O)N2CCCCC2)ccc1N,-4,-3,9,-17,0,19,-2,14,-4,0.0
C/C(=N\N=C(N)N)c1ccc(Cl)cc1Cl,-2,9,-5,-10,1,11,2,24,0,-0.8
COc1cc(/C=C/C(=O)c2ccc([N+](=O)[O-])o2)ccc1O,0,nt,24,nt,-1,67*,nt,-175*,27,2.7
COC(=O)c1ccc(Cn2nnc3c(=O)[nH]c(C4CCCN(S(=O)(=O)c5cccc(Cl)c5)C4)nc32)cc1 (stereo unspecified),-2,-2,3,-3,nt,14,14,2,17,nt
COc1cccc(NC(=O)CCCn2c(=S)[nH]c3ccccc3c2=O)c1,1,2,2,-42,-3,-1,-2,-1,-7,0.2
CCS(=O)(=O)N1CCC(C(=O)Oc2ccccc2Cl)CC1,3,2,2,-59,nt,10,2,-3,3,0.6
CN(C)c1ccc(/C=C2\C(=N)N3N=C(CC(=O)N4CCCCC4)SC3=NC2=O)cc1,1,-2,-4,-44,-3,-20,-7,25,-4,0.4
# Continuation:
SMILES,GSK3B inh,IEC-6 cytotox,HSF1 inh,KLF5 inh,GSK3 alpha inh,aSyn 5UTR inh,HSP90 refold inh,AI-2 QS mod,HSF-1 act,HIF activator
Cc1cc(C(=O)NNC(=O)Nc2ccc(Cl)cc2)no1,-10,1,-3,-13,-2,-16,0,-61,5,0.1
CCCn1nnc(NC(=O)c2cccc(OCC)c2)n1,2,4,-1,-40,1,-141,-2,-10,10,0.9
Cc1sc2c(c1C)c(=O)n(-c1ccccc1)c(=O)n2CC(=O)NCC1CCCO1 (stereo unspecified),0,2,-5,3,nt,-13,-1,22,-4,-0.1
CC(NC(=O)c1cccc(N2CCCC2=O)c1)c1ccc2c(c1)OCCO2 (stereo unspecified),1,-3,-4,-3,0,17,1,25,4,-0.2

# Compounds were not picked by outcome; overall some 4.7% were active at least once.
